# bIAP activator: increases bovine intestinal alkaline phosphatase activity; purified bovine IAP, CDP-star luminescence, 30 min; stronger effect = higher value; fold of DMSO-control signal, blank-subtracted; activation factor at 20 µM; 0.17% of 200,000 active; AID 1016;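 active = activation factor of 2 or more at 20 µM, a signal rise over negative controls twice the positive control's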
# Efa HMGR inh: blocks class II HMG-CoA reductase of Enterococcus faecalis; 0.41% of 190,000 active; inhibition, % at 10 µM; AID 1066; purified E. faecalis HMGR, NADPH absorbance 340 nm kinetic;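 active = inhibition above a set limit, the median over all tested compounds plus 3 SD, cut at about 9.5% in these data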;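 note: enzyme runs in reverse so mevalonate oxidation gives rising NADPH absorbance; 0% = complete reaction with DMSO and 100% = background rate lacking mevalonate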
# TR-FRET SRC-2 ct: flags TR-FRET format artefacts in PPARgamma SRC-2 recruitment agonist screen. TR-FRET artefact counter-screen; stronger effect = higher value. TR-FRET ratio at 8 µM. 0.4% of 200,000 active. AID 1049; in the data active = TR-FRET ratio above about 2000; note: inactives centre near 1500
# TNAP inh hi DEA: TNAP (human) inhibition, high acceptor; inhibition, % at 20 µM; purified TNAP, CDP-star luminescence, 1 M DEA; P05186; 0.03% of 200,000 active;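 active = over 50% inhibition of tissue-nonspecific alkaline phosphatase at 20 µM in the single-dose screen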;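 note: plate controls were DMSO wells for no effect and EDTA-quenched wells as full inhibition for full effect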
# Target sequence (P05186 whole entry, looked up): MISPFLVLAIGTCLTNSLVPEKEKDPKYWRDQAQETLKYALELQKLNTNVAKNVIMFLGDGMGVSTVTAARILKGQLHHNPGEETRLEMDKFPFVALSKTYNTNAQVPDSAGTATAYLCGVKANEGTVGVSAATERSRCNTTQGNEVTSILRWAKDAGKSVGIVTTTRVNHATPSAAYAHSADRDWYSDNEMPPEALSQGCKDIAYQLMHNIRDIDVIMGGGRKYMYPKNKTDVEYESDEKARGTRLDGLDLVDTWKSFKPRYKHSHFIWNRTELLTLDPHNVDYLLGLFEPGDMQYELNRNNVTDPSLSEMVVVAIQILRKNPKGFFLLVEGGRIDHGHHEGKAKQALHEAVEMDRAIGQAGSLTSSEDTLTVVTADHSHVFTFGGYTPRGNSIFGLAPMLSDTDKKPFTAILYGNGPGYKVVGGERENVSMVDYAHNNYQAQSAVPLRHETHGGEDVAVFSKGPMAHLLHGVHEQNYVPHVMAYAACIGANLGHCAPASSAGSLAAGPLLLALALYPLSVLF
# TNAP inh no acc: inhibitors of human TNAP without phosphate acceptor. purified TNAP, CDP-star luminescence, 30 min. AID 1012. inhibition, % at 20 µM. 0.26% of 200,000 active. P05186;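 active = tissue-nonspecific alkaline phosphatase inhibition above about 50% at 20 µM in the single-dose screen, limit read from the data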;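 note: 0% = DMSO negative control and 100% = EDTA positive control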
# PPARg SRC3 recr: PPARgamma-driven SRC-3 recruitment agonism; biochemical PPARgamma/SRC-3 coactivator recruitment assay; activation, % at 8 µM; 0.26% of 200,000 active; AID 731; in the data active = activation above about 23%;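 note: 0% = DMSO and 100% = reference agonist; some compounds past the cut are filed as inactive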
# Target sequence (P37231 whole entry, looked up): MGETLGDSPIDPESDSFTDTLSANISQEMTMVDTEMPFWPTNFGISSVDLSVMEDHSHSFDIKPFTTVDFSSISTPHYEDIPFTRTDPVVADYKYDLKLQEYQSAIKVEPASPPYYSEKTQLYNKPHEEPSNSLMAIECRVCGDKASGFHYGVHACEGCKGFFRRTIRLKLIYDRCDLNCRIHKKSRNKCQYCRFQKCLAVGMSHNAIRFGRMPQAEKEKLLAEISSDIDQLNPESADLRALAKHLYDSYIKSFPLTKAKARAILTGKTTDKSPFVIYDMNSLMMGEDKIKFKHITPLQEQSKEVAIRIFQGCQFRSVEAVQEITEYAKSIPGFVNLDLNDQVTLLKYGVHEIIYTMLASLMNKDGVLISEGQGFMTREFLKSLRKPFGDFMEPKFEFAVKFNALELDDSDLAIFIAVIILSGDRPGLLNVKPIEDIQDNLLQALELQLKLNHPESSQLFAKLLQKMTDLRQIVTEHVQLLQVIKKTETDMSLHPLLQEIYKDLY
# TNAP act hiacc: activators of human TNAP at high phosphate acceptor concentration | P05186 | purified TNAP, CDP-star luminescence, 1 M DEA, 30 min; stronger effect = higher value; 0 = EDTA background, 1 = DMSO-only activity | activation factor at 20 µM | 200,000 tested, under 10 active | AID 1136;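 active = activation factor at least 2 at 20 µM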
#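 Control set: EDTA negative control, DMSO positive control / Assay system: human TNAP / Quantity: TNAP 1/800 final / Evaluation: TNAP activation factor scaled between EDTA and DMSO control wells / Measured by: luminescent substrate turnover signal / Compound dosing: one dose, 20 µM / Times: 30 min enzyme reaction at room temperature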
# PPARg SRC-1 ag: PPARgamma-driven SRC-1 recruitment agonism | P37231 | PPARgamma-SRC-1 coactivator recruitment biochemical assay | activation, % at 8 µM | 0.41% of 200,000 active | AID 631; in the data active = activation above about 19%;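 note: 0% = DMSO and 100% = reference agonist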
# PPARg SRC2 recr: PPARgamma-driven SRC-2 recruitment agonism | P37231 | PPARgamma LBD-SRC-2 recruitment, biochemical | activation, % at 8 µM | 0.34% of 200,000 active | AID 1032; in the data active = activation above about 22%;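 note: 0% = vehicle and 100% = reference agonist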
# bIAP inh: intestinal alkaline phosphatase (bovine) inhibition; purified bovine IAP, CDP-star luminescence, 30 min; inhibition, % at 20 µM; 190,000 tested, under 10 active; AID 1019;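 active = over 50% inhibition of intestinal alkaline phosphatase at 20 µM in the single-dose screen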
#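 System: purified bovine intestinal alkaline phosphatase (IAP) enzyme; Input: IAP diluted 1/65,000,000 in the well; Measured by: CDP-star luminescence signal; Compound dosing: 20 µM single dose; Incubation: 30 min reaction at room temperature.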
# An asterisk follows results filed as active; . = no result given.
Compound	bIAP activator	Efa HMGR inh	TR-FRET SRC-2 ct	TNAP inh hi DEA	TNAP inh no acc	PPARg SRC3 recr	TNAP act hiacc	PPARg SRC-1 ag	PPARg SRC2 recr	bIAP inh
CC(C)CC(=O)NC(NC(=S)Nc1cccc2cccnc12)C(Cl)(Cl)Cl (centres undefined)	0.9	-7.1	1561	-1.0	-6.8	7.0	1	0.6	-2.5	6.0
Cn1nc(-c2ccc(OCC(=O)Nc3cccnc3)cc2)c2ccccc2c1=O	1	-4.6	1454	1.3	-7.7	0.3	1	7.5	-0.5	-4.3
Cc1sc2nc(CSCC(=O)NC(C)(C)C)[nH]c(=O)c2c1C	1.2	-0.4	1589	-0.8	-4.5	-1.5	1	3.8	6.0	-15.8
CC(C)OC(=O)CCC(=O)Nc1nc2ccccc2s1	0.9	-0.4	1559	-10.0	-7.2	-0.5	1.1	5.5	-2.3	8.6
COc1ccc(Cc2nnc(NC(=O)c3cccs3)s2)cc1OC	1	-2.8	1417	-5.1	-21.3	-1.1	1.1	-6.2	6.7	2.1
Nc1nc2c(Cl)ccc(Cl)c2s1	1	1.3	1322	-5.0	2.6	1.5	1.1	3.1	-4.4	3.2
CCOC(=O)N1CCC(NC(=O)Cn2ncc3c2-c2cc(C)ccc2OC3)CC1	1.1	-1.4	1627	-5.3	14.8	7.1	1.1	6.2	5.3	-12.7
COc1cc2c(C(=O)N3CCN(C)CC3)c(C)n(-c3ccccc3)c2cc1Br	1.1	2.1	1589	-7.0	-11.1	3.0	1.1	2.2	-3.0	-11.6

# Full records from above:
# CCOC(=O)N1CCC(NC(=O)Cn2ncc3c2-c2cc(C)ccc2OC3)CC1 reads bIAP activator: 1.1; Efa HMGR inh: -1.4; TR-FRET SRC-2 ct: 1627; TNAP inh hi DEA: -5.3; TNAP inh no acc: 14.8; PPARg SRC3 recr: 7.1; TNAP act hiacc: 1.1; PPARg SRC-1 ag: 6.2; PPARg SRC2 recr: 5.3; bIAP inh: -12.7
# Nc1nc2c(Cl)ccc(Cl)c2s1 reads bIAP activator: 1; Efa HMGR inh: 1.3; TR-FRET SRC-2 ct: 1322; TNAP inh hi DEA: -5.0; TNAP inh no acc: 2.6; PPARg SRC3 recr: 1.5; TNAP act hiacc: 1.1; PPARg SRC-1 ag: 3.1; PPARg SRC2 recr: -4.4; bIAP inh: 3.2

# Carrying on.
Compound	bIAP activator	Efa HMGR inh	TR-FRET SRC-2 ct	TNAP inh hi DEA	TNAP inh no acc	PPARg SRC3 recr	TNAP act hiacc	PPARg SRC-1 ag	PPARg SRC2 recr	bIAP inh
CCNc1nc(=S)nc(NC(C)C)[nH]1	1	-1.1	1602	-1.9	1.8	0.4	1	6.9	8.0	4.7
COCCNC(=O)C(c1ccco1)N(Cc1ccc(OC)cc1)C(=O)Cn1nnc2ccccc21 (centres undefined)	1.1	-4.2	1393	-0.1	-6.1	-1.8	1	4.7	3.2	-12.4
N#Cc1cc(-c2ccccc2)nnc1Sc1ccc(F)cc1	0.9	-4.0	1606	-1.5	-17.8	-8.0	1	1.4	3.4	13.6
CSc1cccc(CN2CCCC(CO)(Cc3cccc(Cl)c3)C2)c1 (centres undefined)	0.9	-3.3	1478	-2.1	-4.3	2.4	1	-0.8	6.9	13.5
CN(c1ccccc1)C1CCCCC1NS(=O)(=O)c1ccc(Cl)cc1 (centres undefined)	0.8	-2.8	1389	-4.9	-21.7	-1.3	1	-6.2	4.4	23.3
COc1ccc(-c2nc(NC(=O)CSCCO)sc2C)cc1	0.9	3.0	1550	-1.6	-10.2	1.2	1	0.7	-10.6	7.5
O=C(Nc1ccccc1)Nc1snnc1C(=O)Nc1cccc(O)c1	1	-1.2	1563	-1.8	-10.0	1.6	1	2.5	5.0	-3.2
Clc1cccc(Cl)c1CSc1cc2c(nn1)-c1ccccc1CC2	0.8	-3.9	1648	-4.6	-16.0	15.4	1	7.0	5.1	20.9
CC(C)CNC(=O)NC(=O)COc1ccc(C=O)cc1	1	-2.5	1650	1.6	-3.1	-1.9	1	0.2	0.6	2.9
Cc1nn(-c2ccc3ccccc3c2)c(=O)c2ccccc12	0.9	-3.4	1783	-0.9	-3.9	-0.3	1	4.2	1.5	7.3
Cc1ccc(NC(=O)NCC(c2cccnc2)N2CCOCC2)cc1 (centres undefined)	0.9	-6.0	1483	-3.7	0.2	-5.6	1	3.3	1.3	6.9
O=C(c1ccco1)N1CCN(c2nc(-c3ccc(F)cc3)cs2)CC1	1.1	-4.3	1500	-4.4	-10.2	-4.8	1	-0.1	-3.2	-10.5
COC(=O)c1cc(Cl)c(NC(=O)c2ccc(C(C)(C)C)cc2)cc1OC	1	-3.3	1607	4.8	-0.5	19.7	1	4.8	8.2	2.1
CCC1(c2ccccc2)NC(=O)N(Cc2ccc(C(=O)OC)cc2)C1=O (centres undefined)	0.9	-0.7	1435	-1.3	-8.3	-2.4	1	0.1	-0.3	11.6
CS(=O)(=O)c1ccccc1-c1nnc(-c2ccc(Cl)cc2)o1	1.1	1.9	1576	1.8	-6.3	1.5	1	0.7	-2.8	-11.0
COc1ccc(NC(=O)/C(C#N)=C\c2cc(C)n(-c3ccc4c(c3)OCO4)c2C)cc1	0.9	0.0	1386	-2.1	-4.8	5.4	1	-0.3	7.0	9.4
Cc1c(N=Cc2nc3ccccc3n2C)c(=O)n(-c2ccccc2)n1C	1	1.7	1578	-2.8	0.2	4.8	1	7.3	2.3	-0.1
CN1C(=O)NC(c2cccc(O)c2)C(C(=O)c2cccs2)C1(O)C(F)(F)F (centres undefined)	1	-0.6	1793	-8.6	-8.5	8.1	1.1	7.7	0.5	1.2
Cc1noc(C)c1S(=O)(=O)N(CC(=O)Nc1ccc2c(c1)OCO2)c1ccc(C(C)C)cc1	1	0.3	1718	-9.4	-16.8	4.8	1.1	4.3	10.9	-0.2
COCCN(C(=S)Nc1cccc(OC)c1)C(C)c1cccs1 (centres undefined)	0.9	-4.4	1556	2.0	-8.2	2.9	1	0.5	9.2	8.4
CC1=CC(C)(C)N(C(=O)CSc2nnc(N)s2)c2c(C)cc(C)cc21	1	-0.2	1178	-2.8	-2.6	-9.2	1	-3.3	-6.7	2.5
Cc1cc(C)c(C)c(S(=O)(=O)NCc2cccnc2)c1C	0.9	0.2	1556	0.7	-2.6	-3.2	1	0.0	11.3	10.4
CCC(C(=O)Nc1ccc(OC)c(Cl)c1)c1ccccc1 (centres undefined)	1	-6.6	1314	7.2	17.8	-5.3	0.9	-2.9	-13.9	-2.2
O=C(c1ccco1)N1CCN(C(=O)C2CCN(S(=O)(=O)c3cnc[nH]3)CC2)CC1	1	0.8	1479	-3.6	-10.1	-3.3	1	2.9	3.4	1.1
CCOc1ccc(CC2CC(=O)NC2=O)cc1 (centres undefined)	0.9	-3.0	1724	0.8	-2.5	2.3	1	3.1	10.6	5.8
Cc1ccc(C(=O)Nc2sc(C)c(-c3ccccc3)c2C(N)=O)cc1[N+](=O)[O-]	0.8	0.5	1471	-4.2	-10.0	1.0	1	-4.9	1.7	24.4
CC(CC(=O)NCc1cccnc1)c1ccccc1 (centres undefined)	0.9	-2.4	1763	-3.3	-4.0	15.8	1	-4.8	1.2	7.0
COc1cccc(CC(NC(C)=O)C(=O)NC2CCN(c3c4c(nc5ncnn35)CCC4)CC2)c1 (centres undefined)	.	.	1681	.	.	-9.6	.	0.1	5.3	.
CC(C)N1CCN(Cc2cccs2)CC1CCO (centres undefined)	1	-2.0	1456	-5.1	-7.6	3.0	1.1	-0.1	2.7	-0.9
O=C(Nc1ccc(Cl)cc1)Nc1ccccc1C(=O)O	1.2	6.3	1520	-2.7	-7.4	-1.5	1	1.2	2.7	-20.5
Clc1cccc(CN2COc3c(cc(Cl)c4cccnc34)C2)c1	0.8	1.7	1510	-6.8	-28.3	-0.8	1.1	0.4	-3.6	20.8
CCOC(=O)c1nnc(-c2ccc(C)cc2)nc1Oc1ccccc1Cl	1.1	-1.5	1560	0.4	-2.8	3.2	1	-5.6	-13.3	-5.9
CCOC(=O)c1c(NC(C)=O)sc2c(O)c(CN3CCN(CC)CC3)ccc12	1	1.6	1602	-6.7	8.8	-1.8	1.1	0.5	3.2	1.8
COc1ccc(NC(=O)NNC(=O)c2ccc(Cl)cc2Cl)cc1OC	1.3	8.4	1481	3.1	-28.0	3.8	1	5.7	4.2	-31.6
COc1ccc(C)cc1NC(=O)C(OC(=O)c1ccc(Cl)c(S(=O)(=O)N(C)c2ccccc2)c1)c1ccccc1 (centres undefined)	0.9	-1.5	1541	-0.7	-11.3	-0.9	1	-0.9	3.6	13.5
CCOC(=O)CSc1nc2ccccc2c(=O)n1CC(C)C	1.1	-2.8	1642	-7.1	-11.5	4.9	1.1	5.8	6.7	-9.2
COc1ccccc1N1C(=O)C2C(c3ccccc3F)NN(C(=O)c3ccc(C)cc3)C2C1=O (centres undefined)	1	5.5	1542	-0.3	-4.4	2.3	1	-3.9	0.9	1.9
CC1=C(C(N)=O)C(c2cccs2)n2nc(-c3cccc(C)c3)nc2N1 (centres undefined)	.	-6.0	1394	.	.	-5.7	.	4.7	-6.3	.
CC1CCCC(C)N1C(=O)CSc1nnc(CSc2ncccn2)n1C (centres undefined)	0.9	1.5	1438	-9.6	-13.2	-1.9	1.1	-9.2	1.9	8.2
O=C(c1ccc(F)cc1)N1CCN2C(=O)c3ccccc3C12c1ccc(Cl)cc1 (centres undefined)	1	-5.9	1688	-2.0	-11.0	8.6	1	11.1	4.2	-4.2
NC(=O)C1(NC(=O)[C@@H]2CC3(CC(c4cccc(NC(=O)[C@@H]5CCC(=O)N5)c4)=NO3)CN2C(=O)c2cnccn2)CC1 (some centres undefined)	1	-4.3	1617	-4.3	-10.2	7.9	1	2.4	0.1	-2.3
CCN1CCN(C(=O)Cn2nc(-c3ccc(Cl)cc3)ccc2=O)CC1	0.9	-2.8	1507	-1.7	-7.1	0.9	1	0.9	4.2	9.2
O=C(OCc1ccc(Cl)c(Cl)c1)c1cnccn1	0.9	-3.4	1548	-1.1	-16.0	10.0	1	0.2	9.2	5.4
S=C(NCCc1cnc[nH]1)NC1CCCC1	0.9	-5.1	1476	-4.6	-11.2	1.3	1	0.3	5.7	6.3
CCn1c(CNC(=O)Cc2ccc(OC)cc2)n[nH]c1=S	0.8	0.6	1592	-3.6	-3.7	0.8	1	3.8	3.3	23.4
COc1ccc(CNC(=O)COC(=O)c2cc(-c3cccs3)nc3ccccc23)cc1OC	0.9	-3.6	1543	-3.7	-4.7	-1.6	1	-1.5	-2.0	11.8
Cc1cc(Nc2c(C)n(C)n(-c3ccccc3)c2=O)n2c(nc3ccccc32)c1C#N	1	-2.0	1533	-7.0	-11.6	8.5	1.1	3.2	8.3	1.7
O=C(CSc1ccccc1F)NC(=O)NCc1ccco1	1	4.1	1785	0.6	-10.6	4.1	1	7.3	3.3	0.8
CNc1ccc(Br)cc(C(=O)/C=C/c2cc(OC)ccc2OC)c1=O	1	-0.5	1551	9.3	12.2	11.3	0.9	11.4	9.2	-2.9
COc1ccc(-c2nc(-c3ccc(O)cc3O)cs2)cc1OC	1.1	-3.1	1745	-2.6	-4.4	2.4	1	14.6	5.1	-5.7
CCc1cc(-c2nc(N)ncc2-c2csc(C)n2)c(O)cc1OC	1.1	1.4	1651	-0.1	-2.3	3.0	1	4.4	3.7	-12.2

# Screens (PubChem)
